MsrA act – activates bovine MsrA enzyme | hit rate 0.3% among 360,000 | activation, % at 10.6 µM | purified bovine MsrA, absorbance read-out | AID 602163; in the data active means activation above about 7.5%;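 further: 0% = vehicle and 100% = reference activator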
MLLE-PAM2 inh – inhibitors of microRNA-mediated deadenylation, human PABP1 MLLE binding. P11940. GST-MLLE / FITC-PAM2 fluorescence polarization. inhibition, % at 20 µM. hit rate 0.36% among 360,000. AID 588489; in the data active means inhibition above about 35%, passing the limit was not always enough;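 further: plate controls were DMSO wells with GST-MLLE for no effect and wells lacking GST-MLLE protein for full effect; some results filed as inactive read as strong as hits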
Rin1-Abl PPI inh – human Rin1-Abl interaction inhibition; P00519+Q13671; TR-FRET Rin1/Abl binding, biochemical; inhibition, % at 7.35 µM; hit rate 0.4% among 360,000; in the data active means inhibition above about 5%, passing the limit was not always enough
MT1-MMP act inh – blocks activation of human MT1-MMP; P50281; HT1080 RFP-PRO-GFP cells, GFP/RFP ratio fluorescence, overnight; percent of plate control window, DMSO zero; GFP/RFP ratio change, % at 20 µM; hit rate 0.061% among 360,000; AID 651647;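 active means GFP/RFP ratio change of at least 30% with cell ATP level not reduced by more than half and red fluorescence within 50% of control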; further: strong numbers were not always called active
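Assay system – RFP-PRO-GFP reporter HT1080 cells · Compound dosing – single dose of 20 µM compound, 1% DMSO final · Incubation – overnight compound exposure at 37 °C · Measure – GFP/RFP fluorescence ratio · Benchmarks – DMSO wells and RFP-L50D-GFP cells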
NRP1-CendR mod – NRP-1/CendR interaction modulation; AID 602438; FAM-RPARPAR peptide binding to NRP-1, fluorescence polarization; O14786; inhibition, % at 25 µM; hit rate 0.85% among 360,000;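 active means inhibition or corrected inhibition above about 18%, plus a signal ratio from 0.5 to 1.5, limit read from the data, passing the limit was not always enough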; further: strong numbers were not always called active
Target sequence (O14786 whole entry, looked up): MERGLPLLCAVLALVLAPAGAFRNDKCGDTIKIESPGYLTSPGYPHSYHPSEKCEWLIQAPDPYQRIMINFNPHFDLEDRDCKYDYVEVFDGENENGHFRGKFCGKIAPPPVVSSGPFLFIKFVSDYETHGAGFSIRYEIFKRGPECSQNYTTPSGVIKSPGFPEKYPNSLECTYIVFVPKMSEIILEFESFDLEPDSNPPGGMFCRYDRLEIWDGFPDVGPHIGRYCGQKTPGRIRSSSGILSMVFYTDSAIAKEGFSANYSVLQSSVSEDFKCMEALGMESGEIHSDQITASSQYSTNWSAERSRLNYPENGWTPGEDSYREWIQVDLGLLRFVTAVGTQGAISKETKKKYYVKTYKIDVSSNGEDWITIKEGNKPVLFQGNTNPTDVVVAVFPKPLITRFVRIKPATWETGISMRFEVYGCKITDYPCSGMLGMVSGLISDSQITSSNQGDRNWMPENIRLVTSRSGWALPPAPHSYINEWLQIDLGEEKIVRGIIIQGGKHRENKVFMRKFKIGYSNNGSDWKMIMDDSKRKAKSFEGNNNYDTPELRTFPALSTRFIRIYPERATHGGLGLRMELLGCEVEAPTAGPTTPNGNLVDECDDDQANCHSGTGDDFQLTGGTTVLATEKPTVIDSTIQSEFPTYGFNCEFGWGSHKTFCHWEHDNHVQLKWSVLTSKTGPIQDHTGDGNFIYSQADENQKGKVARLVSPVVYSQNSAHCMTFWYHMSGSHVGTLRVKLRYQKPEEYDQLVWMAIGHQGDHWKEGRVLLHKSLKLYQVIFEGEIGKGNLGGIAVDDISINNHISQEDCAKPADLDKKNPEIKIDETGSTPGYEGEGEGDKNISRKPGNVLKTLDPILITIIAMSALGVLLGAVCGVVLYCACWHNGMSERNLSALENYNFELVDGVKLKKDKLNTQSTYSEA
eLon inh – inhibits E. coli Lon protease. P0A9M0. inhibition, % at 7.94 µM. hit rate 0.42% among 360,000. purified E. coli Lon protease, fluorescence polarization; in the data active means inhibition above about 13%, passing the limit was not always enough;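 further: 0% = enzyme with probe and DMSO and 100% = no enzyme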
SKN-1 block – inhibitors of C. elegans SKN-1 | C. elegans VP596 Pgst-4::GFP/RFP ratio, acrylamide-induced, 24 h | inhibition, % at 21.8 µM | hit rate 0.49% among 360,000;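 active means interference check ratio from 0.5 to 1.5 plus GFP to RFP signal ratio inhibition reaching or exceeding a fixed threshold, cut at about 30% in these data, passing the limit was not always enough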; further: some compounds called inactive have numbers as strong as hits
FAS-TE inh – FAS thioesterase (human) inhibition; inhibition, % at 15 µM; recombinant FAS-TE, OMFH fluorogenic substrate, fluorescence endpoint; hit rate 0.67% among 360,000; AID 602261; P49327;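 active means compounds whose normalised, plate-corrected inhibition of enzyme fluorescence in the single-dose primary screen is 50% or more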;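 further: 0% = DMSO with enzyme and 100% = substrate without enzyme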
Neddylation inh – cullin neddylation inhibition. P61081+Q13564. TR-FRET cullin neddylation, biochemical. calls only at 25 µM. hit rate 0.58% among 360,000. AID 651699; in the data active means inhibition above about 36%
The depositor's hits bear a star; i = inactive; + = active, no number.

SMILES | MsrA act | MLLE-PAM2 inh | Rin1-Abl PPI inh | MT1-MMP act inh | NRP1-CendR mod | eLon inh | SKN-1 block | FAS-TE inh | Neddylation inh
CCOc1ccccc1OCCCC(=O)N1CCN(S(=O)(=O)c2cccc(F)c2)CC1 | -6 | -4 | 2 | -4 | 11 | -14 | 2 | 5 | i
Cc1cccc(N2CCN(c3ccc4cc(S(=O)(=O)N5CCCCC5)ccc4n3)CC2C)c1 (configuration not stated) | -1 | 3 | -2 | 4 | -11 | -6 | 5 | 24 | i
Cc1nn(-c2ccccc2)c(C)c1/C=C/C(=O)OCC(=O)Nc1ncc(C(F)(F)F)cc1Cl | -3 | 8 | 1 | -5 | -2 | -2 | 5 | -5 | i
CCCCn1c(N)c(N(CC(C)C)C(=O)C2CCN(S(=O)(=O)c3ccccc3)CC2)c(=O)[nH]c1=O | -3 | -14 | -6 | -4 | 2 | -5 | 13 | -8 | i
COCCNC(=O)c1cc(-c2ccccc2OC)on1 | -1 | 9 | -1 | 1 | -4 | 4 | -2 | 1 | i
Cn1cccc1C(NC(=O)c1ccccc1)C(Cl)(Cl)Cl (configuration not stated) | -5 | -1 | 3 | -1 | 7 | 9 | 11 | 3 | i
O=C(Nc1ccc(NC(=O)c2cccnc2)cc1)c1ccccc1 | -2 | -4 | 0 | -5 | 1 | 0 | -6 | -3 | i
CC(NC(=O)c1ccccc1)C(=O)OCn1nnc2ccccc2c1=O (configuration not stated) | -10 | -1 | 1 | 3 | 6 | -20 | -6 | -3 | i
Cc1cc(OCCCCCN2CCCC2)ccc1Cl | -5 | 0 | 0 | -12 | 6 | 7 | 4 | -5 | i
O=C(NCc1ccncc1)c1ccc(Oc2ccccc2)cc1 | -2 | 0 | -5 | -12 | 4 | 3 | 15 | -2 | i
Cc1cc(NC(=O)CCCC(=O)Nc2ccc(F)cc2)no1 | -7 | -12 | 1 | 0 | 2 | -2 | -15 | -15 | i
COc1ccc(NC2c3ccccc3C(=O)N2c2ccccn2)cc1 (configuration not stated) | -7 | -1 | -4 | 4 | -5 | -7 | 3 | -3 | i
CCOC(=O)c1[nH]c2ccc(C(=O)OC)cc2c1C(=O)OCC | -3 | -5 | 3 | 8 | 3 | -8 | -4 | 2 | +
CC(=O)Oc1ccccc1C(=O)O | -2 | 0 | 0 | 3 | -1 | -1 | 2 | -5 | i
COc1cc2c(cc1OC)C(c1cc(C)ccc1C)CC(=O)N2 (configuration not stated) | 0 | 2 | -1 | 18 | 12 | -2 | 14 | 0 | i
Cc1cccc(C)c1N(CC(=O)N1CCN(c2ccccc2F)CC1)S(C)(=O)=O | -4 | -10 | 0 | 2 | -2 | -5 | -1 | -1 | i
O=C(CCCC(=O)c1ccc(F)cc1)c1ccc(F)cc1 | -3 | -3 | -2 | 1 | 2 | 4 | 8 | 10 | i
Cc1ccc2c(c1)-c1[nH]c(=S)ncc1CS2 | 4 | 3 | 0 | 2 | 0 | -4 | 1 | 1 | i
COc1ccc(OC(C)C(=O)N2CCCc3ccccc32)cc1 (configuration not stated) | -3 | -9 | 6 | -4 | 9 | -5 | 7 | 0 | i
CCn1c(SCC(=O)Nc2nc(C)cs2)nnc1C(C)NC(=O)c1ccccc1 (configuration not stated) | -2 | -6 | -1 | -7 | 2 | -2 | -6 | -6 | i
O=C(ONc1ccc(N=NC(=O)c2ccccc2O)cc1)c1ccccc1 | -4 | -31 | 3 | -4 | -3 | 9 | -2 | 1 | i
O=C(CCCCCBr)N1CCC(CC2CC(c3cccc(Br)c3)=NO2)(C(=O)NCC2CCCCC2)CC1 (configuration not stated) | -2 | 0 | 3 | 3 | 3 | -14 | 0 | 18 | i
CCN(CC(=O)Nc1c(F)cccc1F)C(=O)c1ccc(COc2ccccc2)cc1 | -1 | 7 | 1 | 3 | 11 | -3 | 0 | 2 | i
COc1ccc(-c2nc(NC(=O)c3nc4nccc(C)n4n3)sc2C)cc1 | 1 | 9 | -3 | 4 | -6 | 8 | -7 | 8 | i
COC(=O)CC(c1ccc(F)cc1)n1c(C)ccc1C (configuration not stated) | -5 | -13 | 2 | 3 | -3 | -12 | -1 | 4 | i
CCOC(=O)N1CCC2(CC1)C(C#N)=C(N)Oc1n[nH]c(CSc3ccc(C)cc3)c12 | -4 | 6 | 0 | 2 | -8 | 5 | -9 | 3 | i
CS(=O)(=O)N1CCCC(C(=O)NCCN2CCC(Cc3ccccc3)CC2)C1 (configuration not stated) | -1 | 4 | 0 | 3 | 1 | -5 | 8 | -7 | i
Cc1ccc(S(=O)(=O)Nc2cc(C(=O)N3CCOCC3)ccc2N2CCCCC2)cc1 | -1 | -12 | 1 | -6 | 5 | -3 | 3 | 3 | i
CCOc1ccc(N(CC(=O)N2CCCCCC2)S(=O)(=O)c2ccc(F)cc2)cc1 | -1 | -5 | 0 | -6 | -2 | -7 | 10 | 8 | i
O=C(NCCOc1ccccc1Cl)c1ccc2c(c1)S(=O)(=O)c1cc(Cl)ccc1C2=O | -7 | -5 | 2 | 4 | 6 | 5 | -9 | 2 | i
COCC(C)n1c(C)cc(C(=O)COC(=O)c2cc(=O)[nH]c3ccccc23)c1C (configuration not stated) | -6 | 6 | 1 | -4 | -5 | 3 | -19 | 9 | i
N#Cc1c(/N=C/c2ccco2)sc2c1CCC2 | -2 | 9 | 0 | -5 | -16 | -9 | 9 | -2 | i
Cc1ccc(NC(=O)COC(=O)c2cc(Cl)ccc2[N+](=O)[O-])c(C)c1 | -2 | 1 | 0 | 5 | -6 | -6 | -5 | 16 | i
O=C(NCCSCc1ccco1)c1ccc(=O)[nH]c1 | -9 | 33 | 0 | -3 | 0 | 6 | -5 | -4 | i
Cc1c(NC(=O)c2cnn3c2NC(c2ccccc2)CC3C(F)(F)F)c(=O)n(-c2ccccc2)n1C (configuration not stated) | -9 | 3 | 2 | 2 | 4 | -4 | 1 | -5 | i
Cc1ccc(S(=O)(=O)N(Cc2cccc(C)c2)C(=O)N2CCN(C)CC2)cc1 | -2 | -2 | 3 | -3 | -9 | -2 | -12 | -6 | i
Cc1ncc2c(c1OC(=O)c1ccc([N+](=O)[O-])cc1)COC(C)(C)OC2 | -6 | -9 | -1 | 1 | 11 | -5 | 2 | 5 | i
COc1ccc(CNC(=O)O[C@H]2C[C@@H]3C(=O)N(c4ccccc4)C(=O)[C@@H]3[C@@H]3CN(S(=O)(=O)c4ccc(C)cc4)C[C@]23O)cc1OC | -4 | -10 | -1 | 1 | -6 | -15 | -4 | 0 | i
CC(=O)N(\C=C/C=C/C=C1\Sc2ccccc2C1=O)c1ccccc1 | -4 | -99 | 1 | -6 | -88 | -28 | 27 | -10 | i
COC(=O)c1ccc(Cn2nc(-c3ccccc3)ccc2=O)cc1 | -1 | 7 | 6 | 4 | -2 | -9 | 3 | 7 | i
c1csc(CNCCCN2CCOCC2)c1 | -3 | 4 | -2 | 8 | 20 | 1 | 4 | -9 | i
Oc1cccc(/C=N/Nc2cc(N3CCOCC3)nc(N3CCOCC3)n2)c1 | -4 | 1 | -2 | -1 | -11 | -10 | 6 | 1 | i
COC(=O)CSc1nnc(-c2ccncc2)n1N | -1 | -2 | -5 | -2 | 0 | 2 | -23 | -6 | i
CC(=O)C1C(=O)c2c(cccc2[N+](=O)[O-])C1=Nc1cccc(Cl)c1 (configuration not stated) | -2 | 15 | -3 | 4 | 5 | 0 | 11 | 34 | i
COC(=O)c1ccc(COC(=O)C(CCSC)NC(=O)COc2ccccc2)cc1 (configuration not stated) | -5 | 4 | -2 | -3 | 4 | -1 | -15 | 14 | i

Three structures from above, sorted by length of the SMILES, highest first:
SMILES | MsrA act | MLLE-PAM2 inh | Rin1-Abl PPI inh | MT1-MMP act inh | NRP1-CendR mod | eLon inh | SKN-1 block | FAS-TE inh | Neddylation inh
O=C(CCCCCBr)N1CCC(CC2CC(c3cccc(Br)c3)=NO2)(C(=O)NCC2CCCCC2)CC1 (configuration not stated) | -2 | 0 | 3 | 3 | 3 | -14 | 0 | 18 | i
COc1ccc(NC2c3ccccc3C(=O)N2c2ccccn2)cc1 (configuration not stated) | -7 | -1 | -4 | 4 | -5 | -7 | 3 | -3 | i
Cc1cc(OCCCCCN2CCCC2)ccc1Cl | -5 | 0 | 0 | -12 | 6 | 7 | 4 | -5 | i

(listing goes on)
SMILES | MsrA act | MLLE-PAM2 inh | Rin1-Abl PPI inh | MT1-MMP act inh | NRP1-CendR mod | eLon inh | SKN-1 block | FAS-TE inh | Neddylation inh
Cc1ccc2nc(/C(C#N)=C\c3ccc([N+](=O)[O-])o3)[nH]c2c1 | 4 | -77 | -1 | -74 | -214 | -66 | 9 | 8 | i
Cc1cccc(NC(=O)CSc2nc(N)c(NC(=O)c3cccs3)c(=O)[nH]2)c1 | -11 | -2 | -1 | -2 | 2 | 0 | -9 | -5 | i
Cc1ccc([N+](=O)[O-])cc1NC(=O)c1cccs1 | 1 | 1 | 2 | 0 | 4 | -7 | 10 | 6 | i
CCCOC(=O)CSc1nc(N)c(C#N)c(CC)c1C#N | 1 | -3 | -2 | -3 | -12 | 1 | -9 | 14 | i
O=C(CN1CCN(c2ccccc2)CC1)Nc1ccc(Oc2ccccc2)cc1 | -2 | 2 | 3 | 3 | 10 | -2 | 3 | 20 | i
Cc1ccc(S(=O)(=O)N2CCN(C(=O)CSc3n[nH]c(N)n3)CC2)c(C)c1 | -3 | -81 | 1 | 1 | 5 | 1 | 22 | -12 | i
Cc1ccc(N2CC(C(=O)Nc3cc(C)ccc3F)CC2=O)cc1 (configuration not stated) | 1 | -1 | 2 | -5 | 6 | -1 | -5 | -1 | i
COc1ccccc1CCC(=O)Nc1ccc2c(c1)CN(Cc1ccc(C)o1)CC2 | -3 | -30 | -2 | -8 | -15 | -8 | 1 | -2 | i
Cc1ccc(NC(=S)NC(CO)C(O)c2ccc([N+](=O)[O-])cc2)cc1 (configuration not stated) | -3 | 26 | 2 | 2 | -5 | 0 | 7 | 18 | i
C[C@H]1[C@@H](c2ccccc2)Oc2ccc(Cl)cc2S(=O)(=O)N1Cc1ccc(F)cc1F | -3 | -3 | -1 | -3 | -3 | -7 | 11 | 26 | i
COc1ccc(CNC(=O)C(=O)NCCC2CCCCN2S(=O)(=O)c2ccc(C)cc2)cc1 (configuration not stated) | 0 | 5 | 0 | -10 | -1 | -22 | 0 | 20 | i
CC(C)(C)NC(=O)Cn1cnc2cc([N+](=O)[O-])ccc2c1=O | -1 | 6 | -3 | 2 | 3 | -5 | -9 | 1 | i
COc1ccc(CC(=O)Nc2nc(C)cs2)cc1 | 3 | -7 | 2 | 5 | -9 | -6 | -22 | -5 | i
O=C1NC(=Nc2ccccc2Cl)S/C1=C\c1ccc(C(=O)O)cc1 | -4 | -31 | 1 | 2 | -48 | -5 | 19 | -1 | i
O=C(/C=C/c1ccccc1)Nc1cc(C(=O)O)cc(C(=O)O)c1 | -2 | -3 | 2 | 1 | -8 | 0 | 13 | -9 | i
CCCCN1C=C(C(C)=O)C(=O)CC1 | 1 | 10 | -6 | 3 | -3 | -7 | -1 | -8 | i
COc1ccc(/C=N\NC(=O)c2cccc(F)c2)cc1COc1ccccc1 | -3 | -7 | -1 | 18 | 3 | -4 | 15 | 21 | i
O=C(CCc1ccc(O)cc1)N/N=C/c1coc2ccccc2c1=O | -1 | 24 | -1 | 0 | -25 | 4 | -6 | 0 | i
COc1cc(OC)cc(C(=O)N(Cc2nc(-c3cccc(C)c3)no2)C(C)C)c1 | -3 | -9 | 1 | 0 | -6 | 1 | 0 | 6 | i
O=C(O)CC(NCc1ccco1)C(=O)OCC1CCCO1 (configuration not stated) | 2 | 12 | 0 | 3 | -1 | 5 | -3 | -4 | i
CCOC(=O)c1cnc(SCc2cccc(C)c2)nc1N | -1 | 12 | 0 | 4 | 13 | -5 | 9 | 14 | i
O=C1CCc2cc(S(=O)(=O)NCCc3ccc(Cl)cc3)cc3c2N1CC3 | -1 | 0 | -2 | 2 | -4 | -3 | 9 | -4 | i

Bioassay records from PubChem.
